Bioassay records as filed in PubChem.
Luciferase inh – inhibitors of firefly (Photinus pyralis) luciferase. hit rate 2.5% among 76,000. Potency, µM (doses to about 115 µM), for inactives: at the highest dose activity change, negative = inhibition, usual class: inhibitors. AID 1347043. P08659. purified P. pyralis luciferase, luminescence, biochemical; also: potency is read from the fitted curve at half-maximal effect; nearly all actives have a fitted effect of over 65% in size
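Cell-free enzyme assay, 10nM P. pyralis luciferase, luciferin and ATP each at 10uM. Inhibition profiled over a 6-point titration, read as luminescence.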
HEK cytotox – cytotoxic compounds in HEK 293 cells; HEK 293 viability, ATP luminescence (CellTiter-Glo), 48-72 h; Potency, µM (titrated, usually from 115 µM), for inactives: at the top dose activity change, negative = cytotoxicity, usual class: inhibitors; AID 1345083; hit rate 6.6% among 94,000; also: potency is read from the fitted curve at half-maximal effect; nearly all actives have a fitted effect of over 60% in size
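HEK 293 cells seeded at 250 cells/well were exposed to compound for 48 or 72 hr at 37 degree Celsius. Viability taken as ATP content by CellTiter-Glo luminescence.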
GPT2 inhibitor – GPT2 alanine aminotransferase inhibition; Q8TD30; Recombinant GPT2, coupled pyruvate oxidase/HRP Amplex Red fluorescence; Potency, µM (titrated, usually from 57.7 µM), for inactives: at the top dose activity change, negative = inhibition, usual class: inhibitors; hit rate 0.25% among 100,000; AID 1671188; also: potency is read from the fitted curve at half-maximal effect; nearly all actives have a fitted effect of over 60% in size; many of its hits are not listed in these tables
Target sequence (Q8TD30 whole entry, looked up): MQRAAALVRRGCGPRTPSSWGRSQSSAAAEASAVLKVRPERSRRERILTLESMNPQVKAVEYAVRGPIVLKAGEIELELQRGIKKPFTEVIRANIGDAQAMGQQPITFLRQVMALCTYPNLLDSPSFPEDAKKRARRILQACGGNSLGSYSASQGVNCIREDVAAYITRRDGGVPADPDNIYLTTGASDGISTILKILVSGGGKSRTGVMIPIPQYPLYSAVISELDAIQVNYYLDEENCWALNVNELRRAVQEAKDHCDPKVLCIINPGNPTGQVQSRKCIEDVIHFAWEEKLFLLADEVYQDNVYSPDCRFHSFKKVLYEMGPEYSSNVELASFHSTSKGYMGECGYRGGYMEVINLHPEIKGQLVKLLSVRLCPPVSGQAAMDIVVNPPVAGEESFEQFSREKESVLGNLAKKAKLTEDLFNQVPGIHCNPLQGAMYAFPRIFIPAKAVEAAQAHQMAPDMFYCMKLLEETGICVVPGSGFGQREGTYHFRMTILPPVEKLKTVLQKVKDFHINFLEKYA
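Fluorescence of coupled pyruvate oxidase/HRP/Amplex Red system (50uM Amplex, 30 min, dark) reports pyruvate formed by GPT2. Enzyme reaction: 10ng/uL GPT2, 2mM L-alanine, 250uM a-KG, 30 min room temperature, pH 7.5; 50uM AOA control.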
3T3 cytotox – NIH 3T3 cell cytotoxicity. NIH 3T3 viability, CellTiter-Glo ATP luminescence, 48-72 h. Potency, µM (top dose mostly 96.7 µM), for inactives: at the highest dose activity change, negative = cytotoxicity, most hits filed as inhibitors. hit rate 4.3% among 94,000. AID 1345082; also: potency is read from the fitted curve at half-maximal effect; nearly all actives have a fitted effect of over 55% in size
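Cytotoxicity was measured by CellTiter-Glo ATP luminescence after 48 or 72 h compound exposure at 37 °C. Mouse NIH 3T3 fibroblasts were seeded at 400 cells/well and dosed by 23 nL pin transfer.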
SNCA expr inhib – reduces expression of the alpha-synuclein gene; Potency, µM (series often up to 57.2 µM), without a hit: at the top dose activity change, negative = inhibition, most hits filed as inhibitors; AID 1671194; HEK-293 SNCA-luciferase knock-in, luminescence, 24 h; hit rate 0.17% among 140,000;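 also: potency is read from the fitted curve at half-maximal effect; plate controls were DMSO cells for no effect and cell-free wells for full effect; nearly all actives have a fitted effect of over 45% in size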
IP6K1 inhibitor – blocks human inositol hexakisphosphate kinase 1; Q92551; IP6K1 kinase, ADP-Glo luminescence, 2 h; active compounds read low; activity change, % (series mostly up to about 58 µM); hit rate 0.81% among 140,000; AID 1645851; in the data active = activity change below about -25%
Target sequence (Q92551 whole entry, looked up): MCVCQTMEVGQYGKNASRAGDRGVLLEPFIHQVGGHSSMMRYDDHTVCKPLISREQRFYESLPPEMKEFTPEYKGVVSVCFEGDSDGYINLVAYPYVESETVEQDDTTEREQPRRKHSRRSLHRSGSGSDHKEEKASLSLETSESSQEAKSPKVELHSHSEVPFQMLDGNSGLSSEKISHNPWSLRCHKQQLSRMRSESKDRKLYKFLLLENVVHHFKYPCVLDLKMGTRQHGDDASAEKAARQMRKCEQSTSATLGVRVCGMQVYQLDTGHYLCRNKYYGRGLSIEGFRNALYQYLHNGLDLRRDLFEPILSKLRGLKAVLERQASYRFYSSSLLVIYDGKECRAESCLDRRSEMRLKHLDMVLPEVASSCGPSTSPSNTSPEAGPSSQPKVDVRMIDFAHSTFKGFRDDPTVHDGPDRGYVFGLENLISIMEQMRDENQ
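ADP-Glo luminescence measures ADP made by human IP6K1 during a 2 h RT reaction with ATP/IP6 (mix at 1.3 mM/130 uM); top library doses 57.5 and 19.1 uM final.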
SNCA viab count – counter-screen for SNCA expression inhibitors: cell viability | hit rate 0.12% among 150,000 | HEK-293-SNCA-luc viability, GF-AFC fluorescence, 24 h | Potency, µM (highest dose often 57.1 µM), without a hit: at the highest dose activity change, negative = cytotoxicity, hits mostly cytotoxic | AID 1671193;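 also: potency is read from the fitted curve at half-maximal effect; 0% = DMSO-treated cells and -100% = medium-only wells without cells; nearly all actives have a fitted effect of over 30% in size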
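Cytotoxicity counterscreen: after 24 h compound treatment of genome-edited SNCA-luciferase HEK-293 cells, live-cell protease substrate GF-AFC read by fluorescence after 30 min; activity scaled between DMSO (0%) and medium-only (-100%), curves Hill-fitted.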
Active calls of the source: *; i = inactive; ? = inconclusive; . = not tested or not shown; [ ] = another dose, or the depositor's remark. Unless noted, calls follow the shape of the dose curve; as a rule, active = well fitted curve in the direction sought with a large enough effect; inconclusive = small, poorly fitted or top-dose-only effect, or another doubt; inactive = no such curve, though single readings can be large; an effect the other way counts as inactive or inconclusive. Unless noted, % is scaled to controls: 0 for no effect and ±100 for the full control effect. Only part of the results is shown (hit frequency here may not be typical).

SMILES	Luciferase inh	HEK cytotox	GPT2 inhibitor	3T3 cytotox	SNCA expr inhib	IP6K1 inhibitor	SNCA viab count
CCOc1ccc(-n2nc3ccc(NC(=O)COc4ccccc4C)cc3n2)cc1	.	.	.	.	-27%	8	-13%
COC(=O)N1CCCC(C(=O)N2CCC(c3nc4ncccc4[nH]3)C2)C1 (stereo not drawn)	.	1%	?	-6%	21%	15	8%
Cc1cccc(NC(=O)C2CCCN(c3nc4ccccc4s3)C2)c1C (stereo not drawn)	.	.	.	.	27%	13	5%
CC(C)C1CN(C(=O)c2cccnc2N2CCOCC2)CCC(=O)N1CC1CC1 (stereo not drawn)	3%	i	-5%	1%	5%	27	-13%
CCCN1CC2(CCN(Cc3nc(CCOC)no3)CC2)CC1C(=O)O (stereo not drawn)	-6%	-11%	2%	-5%	6%	-4	-2%
C[S+](=O)([O-])c1cccc(-c2nccc3c(=O)cc(N4CCOCC4)oc23)c1	-7%[172 µM]	?	?	?	14%[87.6 µM]	-1	-1%[87.6 µM]
Oc1ccc(Cl)cc1Cc1cc(Cl)ccc1O	.	.	-4%	.	-19%[25.6 µM]	3	-32%[23.9 µM]
O=C1CCN(CC(O)Cc2ccccc2)c2ccsc2CN1Cc1ccccc1 (stereo not drawn)	.	-18%	.	?	.	1	.
COc1ccc(C(=O)c2cn(CC(=O)Nc3cc(OC)cc(OC)c3)c3ccc(OC)cc3c2=O)cc1	.	.	.	.	-8%	-5	-17%
CC(C)CNC(=O)N1CCC(Oc2ncccc2C(=O)N2CCOCC2)C1 (stereo not drawn)	-1%	?	1%	i	18%	15	-11%
CCC(C=C[C@@H]1OC(=O)C=C[C@H]1C)=C[C@H](C)CC=CC(C)=C[C@@H](C)C(=O)[C@@H](C)[C@H](O)[C@@H](C)CC(C)=CC(=O)O	.	.	i[2.3 µM]	.	0.16µM*	.	?
Cc1ccc2oc(=O)c3cnn(CC(=O)N4CCN(c5cccc(C(F)(F)F)c5)CC4)c3c2c1	.	.	.	.	8%	2	12%
COc1ccc(-n2nc(C3CCN(Cc4cccnc4)CC3)[nH]c2=O)cc1	-9%	-9%	?	?	48%[activator]	0	-17%
Cc1ccc(CNC(=O)N2CC(n3cc(C(=O)NCC4CC4)nn3)C2)cc1	1%	-3%	i	-6%	10%	4	-2%
CN(C)c1ccc(C(=O)N[C@H]2CO[C@H]3[C@@H]2OC[C@@H]3n2cc(COc3ccccc3)nn2)cc1	-4%	?	-12%	-10%	-16%	-12	4%
CCOc1ccc(NC(=O)c2oc3ccccc3c2NC(=O)C(C)Oc2ccccc2)cc1 (stereo not drawn)	.	.	.	.	7%	-19	24%
CCOc1ccccc1C(=O)N1CCC(Oc2ccc(C(=O)N(C)C)cn2)CC1	-1%	-5%	i	3%	-12%	25	9%
CC(C)C(=O)Nc1ccc2c(c1)CN(CCc1ccc(F)cc1)C(=O)C(C)O2 (stereo not drawn)	-5%	?	5%	-26%	0%	11	-18%
CCCc1cc(=O)[nH]c2nnc(SCC(=O)Nc3ccc(OC)cc3)n12	.	.	.	.	52%[activator]	-12	0%
CCC1=C(C(=O)OC)C(c2ccccc2)N2C(CC(=O)NCCCN3CCCC3=O)=CSC2=N1 (stereo not drawn)	0%	-29%	3%	-8%	-15%	-1	-7%
CO[C@H]1C(=O)N(C(C)C)[C@H]1C1CCN(C(=O)NCc2ccc(C)cc2)CC1	.	-15%	i	-7%	5%	23	10%
CC(C)CNC(=O)c1cc(-c2ccccc2F)cc2c1OCCN2Cc1cccnc1	-22%[172 µM]	50µM*	-14%[88.5 µM]	45µM*	?	-21	?
O=C(NCc1ccccc1)c1c(OCC2CC2)cc(=O)n2c1CCOCC2	-10%	-2%	?	-13%	-20%	-4	0%
CCOc1ccc(CCn2c3c(c(=O)[nH]c2=O)C(NC(=O)c2ccccc2)(C(F)(F)F)C(=O)N3)cc1OCC (stereo not drawn)	.	.	.	.	?	6	-11%
O=C(c1ccc(N2CCCC(CO)C2)nc1)N1CCC(N2CCOCC2)CC1 (stereo not drawn)	1%	-17%	i[11.5 µM]	-23%	-1%	-35*	7%

(list continues)
SMILES	Luciferase inh	HEK cytotox	GPT2 inhibitor	3T3 cytotox	SNCA expr inhib	IP6K1 inhibitor	SNCA viab count
CC(C(=O)NCC1CC1)N1C(=O)COc2ccc(C(=O)COc3cccc(Cl)c3)cc21 (stereo not drawn)	-3%	?	3%	?	-15%	10	2%
Cc1ccc(C(=O)N2CC(F)(F)C[C@H]2c2nc(C3CC3)no2)nc1	-9%	-7%	-5%	-20%	-3%	11	-2%
CNC(=O)c1noc([C@@H]2CC(F)(F)CN2C(=O)Cc2ccccc2)n1	3%	i	i	2%	5%	22	2%
CC1=C[C@@H](CNC(=O)CC2(CC(=O)O)CCCC2)[C@H](C(C)C)C[C@H]1Cc1nc2c(C)cccc2[nH]1	0%	-25%	?	-5%	1%	25	-22%
Cc1cc(F)ccc1CC(=O)N1CC[C@H](N(C)C)[C@H](CCC(=O)O)C1	-2%	-5%	i	-3%	-5%	10	-2%
Cc1ccc(-c2cn3c(n2)CO[C@@H](CNC2CCCC2)C3)cc1	63µM*	100µM*	-13%[88.5 µM]	100µM*	168%[activator][87.6 µM]	8	-4%[87.6 µM]
N[C@@H]1CC[C@H](C(=O)N2CCC(c3nccn3Cc3ccncc3)CC2)C1	5%	-7%	-8%	-11%	0%	4	5%
CC(=O)Nc1cc(-c2cc(C(=O)NCc3cc(C)on3)c3c(c2)N(C)CCO3)ccn1	6%[172 µM]	?	i	?	3%[87.6 µM]	-22	-15%[87.6 µM]
COc1ccc(S(=O)(=O)N2CCc3c(C(=O)NC4CCCC4)cccc32)cc1	2%	?	?	?	6%	-3	-7%
CNC(=O)[C@@H]1C[C@@H](n2cc(CNC(=O)Nc3ccc(Cl)cc3)nn2)CN1	-6%	?	2%	-11%	9%	0	2%
O=C(c1cccnc1)N1CC(n2cc(COCc3ccccc3)nn2)C1	.	4%	-13%	-28%	1%	18	-8%
O=C(CCC1CCN(C(=O)c2ccccn2)CC1)N1CCC(Cc2ccccc2)CC1	-25%	?	4%	-37%	30%[activator]	0	4%
CCCCCNc1ncnc2c1CN(c1cccnc1)C(=O)CN2C	.	5%	i	-10%	-25%	11	-8%
CN(CC1CCOCC1)S(=O)(=O)c1cccc(F)c1	8%	4%	-2%	-5%	-16%	9	2%
C[C@H]1[C@@H]2[C@@H](O)C([C@H](C)C(=O)NCCN3CCCC3)CC[C@@]2(C)CC[C@@H]1NC(=O)CC(C)(C)C (stereo partly drawn)	0%	?	0%	-12%	2%	14	-7%
CCOc1cccc(-c2noc(-c3nnn4c3COC(c3cccc(OC)c3)C4)n2)c1 (stereo not drawn)	7%	-22%	i	-7%	2%	8	7%
COc1cccc(Oc2nc3c(c(=O)n(Cc4ccccc4Cl)c(=O)n3C)n2C)c1	.	.	.	.	11%	14	6%
O=C(NC1CCCC1)N1CCN(C(=O)c2nc3cccnc3n(C3CCCC3)c2=O)CC1	.	-5%	1%	?	-4%	-4	13%
Cc1ccccc1[C@H]1C[C@@H](O)[C@@H](O)[C@@H]1NC(=O)C(C)C	-18%[230 µM]	-9%[230 µM]	-10%[88.5 µM]	-11%[174 µM]	13%[87.6 µM]	-2	15%[87.6 µM]
O=C(c1cccs1)N1CCC(Oc2cccnc2)C1 (stereo not drawn)	0%	-2%	2%	-4%	5%	32	5%
Cc1cc(OC(C)C(=O)N(Cc2ccc(N(C)C)cc2)Cc2ccco2)ccc1Cl (stereo not drawn)	.	.	.	.	34%[activator]	-6	7%
CCC[C@@H]1CN(C(=O)c2cc(-c3cccs3)n(C)n2)C[C@H]1N(C)C	2%	?	1%	?	21%	36	-8%
Cc1ccccc1NC(=O)CN(C)S(=O)(=O)c1cccc2nsnc12	.	.	.	.	8%	2	-11%
Cc1cccc(N(C)S(=O)(=O)c2ccc3c(c2)NC(=O)CC(=O)N3)c1	.	.	.	.	8%	-8	-6%
C1CC(c2noc(C34CC5CC(CC(C5)C3)C4)n2)CO1 (stereo not drawn)	1%	?	-2%	-27%	5%	4	-1%

The list goes on.
SMILES	Luciferase inh	HEK cytotox	GPT2 inhibitor	3T3 cytotox	SNCA expr inhib	IP6K1 inhibitor	SNCA viab count
Cc1cc(C)c(S(=O)(=O)NCC(c2ccc(N(C)C)cc2)N2CCOCC2)c(C)c1 (stereo not drawn)	.	.	.	.	-11%	-3	3%
CC(C)=CC(=O)N1CC[C@H](NC(=O)Nc2ccc(F)cc2F)[C@H]1C(=O)N[C@H](Cc1ccccc1)C(N)=O	0%	i	-4%	-16%	-16%	-11	5%
CNC(=O)c1cc(C)nc2onc(C3CCCN(C(=O)c4ccc(Cl)nc4)C3)c12 (stereo not drawn)	.	-1%	.	-17%	.	-13	.
CCOC(=O)c1cc2c(=O)n3ccccc3nc2n(C(C)C)c1=NC(=O)c1cc2ccccc2o1	.	.	.	.	9%	0	26%
Cc1cc(C(=O)NCC(F)(F)F)c2c(C3CCNC3)noc2n1 (stereo not drawn)	.	-13%	2%	-20%	8%	-2	-1%
O=C(O)C1(Cc2ccccc2F)CCCN(c2ncnc3sccc23)C1 (stereo not drawn)	2%	?	-6%	-27%	9%	-9	3%
COc1ccc(NC(=O)Cn2c(N3CCN(c4ccccc4)CC3)nc(C)cc2=O)cc1	10%	?	i	-20%	-8%	-3	1%
O=C(NCc1cccs1)c1nc2sccn2c1Br	-8%	i	2%	0%	12%	-7	3%
COc1ccc(NC(=O)c2cc3n(n2)CC(c2ccc4c(c2)OCO4)OC3)cc1 (stereo not drawn)	?	45µM*	i	?	-3%	28	-8%

Some of the entries so far, with values under each structure.
Below each compound – Luciferase inh, HEK cytotox, GPT2 inhibitor, 3T3 cytotox, SNCA expr inhib, IP6K1 inhibitor, SNCA viab count
- O=C(O)C1(Cc2ccccc2F)CCCN(c2ncnc3sccc23)C1 (stereo not drawn)
    2%, ?, -6%, -27%, 9%, -9, 3%
- COc1ccc(NC(=O)Cn2c(N3CCN(c4ccccc4)CC3)nc(C)cc2=O)cc1
    10%, ?, i, -20%, -8%, -3, 1%
- O=C(NCc1cccs1)c1nc2sccn2c1Br
    -8%, i, 2%, 0%, 12%, -7, 3%
- COc1ccc(NC(=O)c2cc3n(n2)CC(c2ccc4c(c2)OCO4)OC3)cc1 (stereo not drawn)
    ?, 45µM*, i, ?, -3%, 28, -8%
